WRN inhibitor – WRN helicase (human) inhibition; Q14191; WRN helicase unwinding, fluorescent forked duplex, kinetic; Potency, µM (doses to about 114 µM), for inactives: at the top dose activity change, negative = inhibition, actives largely listed as inhibitors; 360,000 compounds, 0.46% hits; AID 651768; further: potency means the concentration at half of the fitted maximal effect; on the % scale 0 is the no-effect control and ±100 the full control effect; nearly all actives have a fitted effect of over 55% in size
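Enzyme (20 nM final) and test compound sit together 15 min at room temperature before substrate addition. Substrate is a single-forked duplex oligonucleotide (100 nM) labelled with fluorophore and quencher, with 2 mM ATP; helicase unwinding raises red fluorescence, read kinetically.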
PI5P4Ka inh – PI5P4K alpha (human) kinase inhibition | max response, % | 330,000 compounds, 1.2% hits | PI5P4Kalpha enzyme, ADP-Glo luminescence, 60 min; active compounds read low; active means max response of -50% or lower; inconclusive means between -30% and -50%; inactive means -30% or higher; further: value at the top dose of about 77 µM; on the % scale 0 is the no-effect control and ±100 the full control effect
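Reactions run in 0.038 M HEPES pH 7.4, 0.28 mM EGTA, 0.1% CHAPS and 5% DMSO, with PI5P4Kalpha, substrate, compound and 5 microM ATP final, one hour at room temperature. Readout is ADP-Glo luminescence.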
Abeta rescue – compounds reversing amyloid beta toxicity in yeast. 410,000 compounds, 0.063% hits. yeast expressing A-beta42, growth rescue, OD600, 48 h; response scale: 0% DMSO, 100% iron-clioquinol control. AID 1347071. Potency, µM (highest dose often 46.1 µM), inactives show top-dose growth rescue, hits mostly activators; further: potency means the concentration at half of the fitted maximal effect; nearly all actives have a fitted effect of over 55% in size
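Growth rescue measured by 600 nm absorbance after 48 h yeast culture at 30 C with compound. Values normalized between DMSO and an equimolar ferric chloride plus clioquinol control.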
FUS yeast rescue – suppressors of FUS proteinopathy in yeast | Potency, µM (doses to about 76.6 µM), without a hit: top-dose growth rescue (activation), actives largely listed as activators | 390,000 compounds, 0.24% hits | S. cerevisiae FUS-expressing, growth rescue, OD600, 24 h;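 further: potency means the concentration at half of the fitted maximal effect; plate controls were DMSO vehicle for no effect and reference control for full effect; nearly all actives have a fitted effect of over 55% in size; some results filed as inactive show a strong effect at the top dose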
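Galactose (2%) drives FUS expression in yeast precultured in raffinose; seeding density OD 0.005. Test compounds incubated 24hr at 30C and 99% humidity before absorbance at 600 nm was measured.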
EPAC1 agonist – EPAC1 (human) agonism | 360,000 compounds, 0.073% hits | AID 720707 | Potency, µM (series often up to 154 µM), inactives show at the highest dose activation, most hits filed as activators | O95398 | EPAC1 agonist qHTS, biochemical assay; response scale: 100% = response to 6.5 mM cAMP; further: potency means the concentration at half of the fitted maximal effect; nearly all actives have a fitted effect of over 60% in size
Target sequence (O95398 whole entry, looked up): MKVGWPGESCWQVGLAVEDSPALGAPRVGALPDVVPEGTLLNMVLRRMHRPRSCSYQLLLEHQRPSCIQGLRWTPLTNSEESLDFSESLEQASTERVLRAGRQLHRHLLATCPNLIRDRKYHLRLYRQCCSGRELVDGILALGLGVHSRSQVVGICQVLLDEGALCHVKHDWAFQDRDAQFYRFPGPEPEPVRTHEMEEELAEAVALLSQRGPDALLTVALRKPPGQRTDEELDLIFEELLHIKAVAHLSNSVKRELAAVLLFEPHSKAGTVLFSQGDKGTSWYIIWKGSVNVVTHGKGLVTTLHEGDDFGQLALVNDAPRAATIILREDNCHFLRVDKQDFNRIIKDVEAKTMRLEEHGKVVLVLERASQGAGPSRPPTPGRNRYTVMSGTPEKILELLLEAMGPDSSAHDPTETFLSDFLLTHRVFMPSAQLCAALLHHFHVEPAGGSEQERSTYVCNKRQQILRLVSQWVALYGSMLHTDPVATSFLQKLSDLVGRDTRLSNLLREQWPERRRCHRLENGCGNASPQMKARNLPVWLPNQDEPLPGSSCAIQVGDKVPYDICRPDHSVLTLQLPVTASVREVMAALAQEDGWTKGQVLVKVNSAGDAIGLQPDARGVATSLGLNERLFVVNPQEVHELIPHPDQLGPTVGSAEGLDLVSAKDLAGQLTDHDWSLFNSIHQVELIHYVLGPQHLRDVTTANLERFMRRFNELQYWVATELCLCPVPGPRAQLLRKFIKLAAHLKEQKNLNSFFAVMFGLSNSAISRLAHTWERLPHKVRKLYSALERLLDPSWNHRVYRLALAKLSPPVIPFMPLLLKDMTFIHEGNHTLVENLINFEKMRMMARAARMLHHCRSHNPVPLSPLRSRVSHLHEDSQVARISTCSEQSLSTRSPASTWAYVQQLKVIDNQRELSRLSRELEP
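Fluorescent GDP-exchange assay: 100 nM EPAC1 with 250 nM Rap1B preloaded with BODIPY-GDP and 50 uM GDP; compounds tested as concentration series, 5 min at room temperature, then read every 5 min for 30 min (ex 480/em 540 nm); normalized to 6.5 mM cAMP.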
IL2 activator – activates IL-2 in a cell-based reporter assay. activation, % (series mostly up to about 46 µM). IL-2 activation reporter assay, cell-based qHTS; stimulated with anti-CD3/CD4/CD28 beads; in transgenic mouse T cells. AID 652025. 360,000 compounds, 0.065% hits; in the data active means activation above about 50%; inconclusive means mostly about 30% to 49%; further: 0% is about no effect
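Readout: EGFP and DsRed signals by fluorescent plate cytometry. Unstimulated transgenic mouse T cells received compound 60 min before antibody-bead stimulation, then incubated 18 h at 37 degrees C.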
PLK1 PBD inh – PLK1 (human) polo-box domain binding inhibition; P53350; Plk1 PBD binding of FITC phosphopeptide, fluorescence polarization; Potency, µM, without a hit: max response, negative = inhibition, usual class: inhibitors; 360,000 compounds, 2.8% hits; further: potency means the concentration at half of the fitted maximal effect; series mostly up to about 57 µM; on the % scale 0 is the no-effect control and ±100 the full control effect; nearly all actives have a fitted effect of over 65% in size
aSyn rescue – alpha-synuclein toxicity inhibition in yeast; Potency, µM (top dose mostly 46.1 µM), inactives show at the top dose growth rescue (activation), hits mostly activators; Yeast expressing alpha-synuclein, growth rescue, BacTiter-Glo, 24 h; AID 652106; 370,000 compounds, 0.14% hits; further: potency means the concentration at half of the fitted maximal effect; % of control where 0% means no effect; nearly all actives have a fitted effect of over 65% in size
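Screening used galactose-induced yeast with toxic alpha-synuclein levels, exposed to compound for 24 hr at 30 deg C. Cell growth, read with BacTiter-Glo luminescence, gave the measured signal.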
EPAC1 antagonist – EPAC1 (human) antagonism. O95398. EPAC1 GEF assay, Rap1b-BODIPY-GDP exchange fluorescence. Potency, µM (doses to about 115 µM), for inactives: top-dose activity change, negative = inhibition, most hits filed as inhibitors. 360,000 compounds, 0.14% hits;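 further: potency means the concentration at half of the fitted maximal effect; plate controls were vehicle for no effect and positive control for full effect; nearly all actives have a fitted effect of over 50% in size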
* hit, by the source's call; u = inconclusive; x = no result given; & = joins results of further samples; [ ] = remark or other dose. Unless noted, the call rests on the fitted dose curve; in most records, active means well fitted curve in the direction sought with a large enough effect; inconclusive means small, poorly fitted or top-dose-only effect, or another doubt; inactive means no such curve, though single readings can be large; an effect the other way counts as inactive or inconclusive.

smiles	FUS yeast rescue	Abeta rescue	PI5P4Ka inh	PLK1 PBD inh	EPAC1 antagonist	IL2 activator	EPAC1 agonist	WRN inhibitor	aSyn rescue
Cc1cccc(C)c1NC(=S)N1CC(C)OC(C)C1 (stereo unspecified)	-6.8%	7.4%	2.3	-5.3%	14.9%	1.4	-3.2%	15.4%	-1.7%
COc1ccc(CCC(C)N2CCOCC2)cc1 (stereo unspecified)	5.1%	-2.2%	18.9	-6.6%	-0.3%	-0.7	-3.9%	15.8%	-1.4%
COc1ccc(CCNC(=O)CN2C(=O)c3ccccc3S2(=O)=O)cc1OC	2.4%	22.0%	2.1	0.1%	7.3%	0.5	-5.2%	-5.8%	0.0%
COc1ccc(-c2c3c([nH]c(=S)c2C#N)CCC3)cc1	36.0%	-3.9%	-70.0*	7.52µM*	-1.8%	-0.3	-1.8%	-8.7%[57.1 µM]	0.2%
CCOc1ccc(NC(=O)CC(C)S(=O)(=O)c2ccc3c(c2)NC(=O)CO3)cc1 (stereo unspecified)	7.1%	-8.7%	4.9	-10.2%	12.6%	-2.1	6.0%	1.4%	-2.4%
Cc1ccc(C(=O)NC2CC3CCCC(C2)N3C(=S)NCc2ccco2)cc1 (stereo unspecified)	15.8%	-18.0%	0.8	u	11.2%	-3.2	-9.0%	-8.9%	-0.3%
O=C(Cn1ccc2cc(S(=O)(=O)N3CCCCC3)ccc21)NCc1ccccc1F	9.0%	-1.6%	-2.5	-5.5%	-4.5%	-3.9	-9.0%	-2.2%	-2.3%
CCN(CC(=O)Nc1ccc2c(c1)OCCO2)C(=O)/C=C/c1cc(Br)ccc1OC	21.5%	-14.2%	2.6	-1.6%	-28.5%	-0.6	-2.8%	3.6%	-0.3%
CC(C)C(=O)N1CCC(CN=CC2=C(O)CC(C)(C)CC2=O)CC1	-15.5%	-0.4%	3.3	0.5%	6.7%	-0.9	-8.0%	12.5%	-6.4%
Cc1ccccc1OCCn1cc(C(=S)N2CCCC2)c2ccccc21	18.7%	22.3%	3.1	u	6.5%	-1.6	2.1%	0.8%	0.6%

Individual results from the list:
EPAC1 antagonist with COc1ccc(CCNC(=O)CN2C(=O)c3ccccc3S2(=O)=O)cc1OC is entered as 7.3%
Abeta rescue with Cc1ccccc1OCCn1cc(C(=S)N2CCCC2)c2ccccc21 is entered as 22.3%
EPAC1 antagonist with COc1ccc(CCC(C)N2CCOCC2)cc1 (stereo unspecified) is entered as -0.3%
PLK1 PBD inh with CCN(CC(=O)Nc1ccc2c(c1)OCCO2)C(=O)/C=C/c1cc(Br)ccc1OC is entered as -1.6%
EPAC1 antagonist with COc1ccc(-c2c3c([nH]c(=S)c2C#N)CCC3)cc1 is entered as -1.8%

The results go on:
smiles	FUS yeast rescue	Abeta rescue	PI5P4Ka inh	PLK1 PBD inh	EPAC1 antagonist	IL2 activator	EPAC1 agonist	WRN inhibitor	aSyn rescue
COc1ccccc1C(=O)NC(=S)Nc1ccc(N2CCCC2)cc1	x	-7.0%	14.4	-14.4%	-18.8%	-1.8	-3.6%	3.2%	-8.3%
CCc1ccc(NC2=CC(=O)CC(C)(C)C2)cc1	17.2%	-15.0%	0.2	-12.7%	u	-1.2	3.8%	8.9%	-6.8%
CCOc1ccc(N(CC(=O)NCc2ccccc2Cl)S(=O)(=O)c2c(C)[nH]c(=O)[nH]c2=O)cc1	30.0%&18.8%	0.1%&-6.4%	1.3	-1.9%	2.6%	-0.2	3.4%	0.2%	-5.1%
Cc1cc(OCC(=O)NCCN2CCOCC2)c2c(C)c(C)c(=O)oc2c1	13.3%	-3.5%	-3.0	-8.5%	-1.5%	-3.0	3.1%	-6.0%	-1.1%
CN1C(=O)C2(NCCc3c2[nH]c2ccccc32)c2ccccc21 (stereo unspecified)	5.7%	3.5%	2.2	0.1%	4.4%	0.3	-6.3%	-0.3%	1.9%
CCOC1=C2[C@H](c3ccc(C)cc3)N(S(=O)(=O)c3ccc(C)cc3)C[C@H]2n2c(=O)n(-c3ccccc3)c(=O)n2C1	-17.8%	-5.4%	-5.1	-0.7%	-11.0%	-0.1	-12.3%	1.0%	1.2%
C[C@H](NC(=O)OCc1ccccc1)C(=O)NNC(=O)[C@H](Cc1ccccc1)NC(=O)OC(C)(C)C	13.0%	-6.5%	1.3	6.4%	-2.4%	0.2	-27.8%	11.4%	-1.5%
COc1ccc(C2OCC3(CO2)SC(=O)NC3=O)cc1 (stereo unspecified)	-17.4%	-10.7%	-11.9	-13.0%	3.7%	-0.4	12.2%	-16.7%	0.1%
Cc1ccc(-c2csc3ncn(Cc4ccc(C(=O)O)cc4)c(=O)c23)cc1C	41.0%	-26.7%	-7.0	-9.6%	-24.8%	0.9	13.9%	-5.1%	u
CCN(C(=O)c1ccc(C)c(Br)c1)c1ccccc1	9.5%	-19.3%	-3.4	-8.3%	-27.4%	-2.4	-6.3%	-11.6%	12.1%

Record cards (already shown). Order of values: FUS yeast rescue, Abeta rescue, PI5P4Ka inh, PLK1 PBD inh, EPAC1 antagonist, IL2 activator, EPAC1 agonist, WRN inhibitor, aSyn rescue
`Cc1cc(OCC(=O)NCCN2CCOCC2)c2c(C)c(C)c(=O)oc2c1` in the list: 13.3%, -3.5%, -3.0, -8.5%, -1.5%, -3.0, 3.1%, -6.0%, -1.1%
`CCOc1ccc(N(CC(=O)NCc2ccccc2Cl)S(=O)(=O)c2c(C)[nH]c(=O)[nH]c2=O)cc1` in the list: 30.0%&18.8%, 0.1%&-6.4%, 1.3, -1.9%, 2.6%, -0.2, 3.4%, 0.2%, -5.1%

The results go on:
smiles	FUS yeast rescue	Abeta rescue	PI5P4Ka inh	PLK1 PBD inh	EPAC1 antagonist	IL2 activator	EPAC1 agonist	WRN inhibitor	aSyn rescue
Cc1cccc(C(=O)NCC(C)NC(=O)c2cccc(C)c2)c1 (stereo unspecified)	6.3%	u	-0.4	12.0%	1.3%	-0.7	-0.1%	-5.2%	-19.4%
CCOC(=O)CC(=O)CSc1ncnc2c1nnn2-c1ccc(OC)cc1	22.1%	11.0%	6.9	-2.1%	0.2%	-2.0	2.2%	-4.5%	0.5%
CCOc1cc(/C=C2/C(=N)N3C(=NC2=O)SN=C3S(=O)(=O)C(C)C)ccc1OC(=O)c1ccco1	17.2%	4.2%	-83.1*	26.7µM*	-0.5%	11.2	11.0%	-26.3%[11.6 µM]	2.6%
O=C(Nc1nccs1)OCc1ccccc1	-16.7%	1.8%	2.4	-0.1%	3.4%	-0.8	11.8%	-11.5%	1.4%
FC(F)(F)c1nnc2ccc(N3CCN(c4ccccc4)CC3)nn12	-18.8%	-2.9%	-0.7	-1.9%	-5.6%	-2.5	-1.4%	6.6%	5.4%
CCCCCCCCCc1conc1C(=O)/C=C/c1ccco1	-12.3%	-7.6%	-0.4	-11.2%	2.4%	0.3	-19.4%	-2.5%	0.6%
O=C(O)C1CCCN1C(=O)Nc1ccc(F)cc1 (stereo unspecified)	-6.4%	-21.4%	0.2	-2.5%	6.2%	-1.8	-2.0%	13.0%	-12.3%
O=c1sc2ccccc2n1Cc1ccccc1	3.0%	5.6%	0.4	10.1%	0.8%	2.8	4.2%	-7.5%	14.1%
COc1cc(-c2cc(C(=O)NCCc3ccc(S(N)(=O)=O)cc3)c3ccccc3n2)cc(OC)c1OC	35.6%	-2.1%	-0.8	-17.3%	u	-2.2	5.7%	1.1%	7.6%
COc1ccc(S(=O)(=O)N2CCC(C(=O)O)(c3ccccc3)CC2)cc1	11.7%	9.5%	0.3	-7.9%	-6.6%	-0.4	2.4%	3.6%	3.6%

(next part)
smiles	FUS yeast rescue	Abeta rescue	PI5P4Ka inh	PLK1 PBD inh	EPAC1 antagonist	IL2 activator	EPAC1 agonist	WRN inhibitor	aSyn rescue
Cc1cc2nc(-c3ccc[nH]c3=O)n(Cc3cccc(F)c3)c2cc1C	19.6%	-4.0%	1.1	-13.4%	-0.5%	-2.5	-1.0%	3.6%	-1.6%
COc1ccc(C(CNC(=O)c2ccc3c(c2)C(=O)N(CCC(C)C)C3=O)N2CCOCC2)cc1 (stereo unspecified)	43.7%	4.9%	0.4	-5.9%	6.7%	6.2	-5.3%	-6.5%	-4.0%
CC(Oc1ccc2c(-c3ccccc3)cc(=O)oc2c1)C(=O)NCC1CCC(C(=O)O)CC1 (stereo unspecified)	24.6%&22.3%	-20.3%&-13.3%	-7.8&0.0	-20.0%&-1.8%	-5.0%&3.9%	1.2&-1.4	-12.1%&-10.8%	3.1%&3.3%	4.9%&-0.7%
CCN(CC)c1nc(NNC(=O)c2ccccc2)nc(N(CC)CC)n1	x	-30.5%[inhibitor]	0.4	-1.6%	6.2%	-0.5	-10.7%	6.1%	6.5%
COC(=O)c1ccc(N2CCOCC2)c(NC(=O)c2cc3ccccc3o2)c1	20.6%	-8.5%	-15.1	-4.6%	-13.1%	2.1	-7.6%	-6.6%	-1.3%
Cc1ccc(S(=O)(=O)N2CCCCC2)cc1NC(=O)CN1C(=O)c2ccccc2S1(=O)=O	10.5%	-0.5%	-4.5	1.5%	4.0%	0.3	-7.6%	4.9%	-2.3%
O=C(NCc1cccnc1)Nc1ccc(Cl)c(Cl)c1	-11.5%	0.4%	-5.1	3.2%	-20.7%	0.2	-2.2%	1.6%	1.2%
CCN(CC)S(=O)(=O)c1ccc(N2CC(C(=O)Nc3cccc(C(=O)NC4CC4)c3)CC2=O)cc1 (stereo unspecified)	19.7%	-7.7%	-0.1	-1.7%	-13.4%	-0.3	0.7%	-10.0%	8.4%
O=C(NNC(=O)c1ccc(S(=O)(=O)N2CCCC2)cc1)c1ccc(Br)cc1	-4.2%	3.4%	-2.9	-2.9%	-2.3%	-0.2	3.1%	-11.3%	3.9%
CCOC(=O)CN(C(=O)CSc1nnc2c(n1)[nH]c1ccc(OC)cc12)c1ccc(F)cc1	10.8%	8.9%	0.5	2.3%	-1.8%	-1.6	8.2%	-35.6%	10.2%
CCn1c(C)[n+](CC)c2ccc(S(=O)(=O)NC)cc21	0.8%	4.0%	-0.6	-4.9%	-1.5%	1.9	11.6%	1.2%	-3.0%
COc1ccc(OC)c(-c2nn(-c3ccccc3)cc2C(=O)N2CCc3ccccc3C2)c1	u	-11.6%	4.4	-1.7%	1.4%	0.4	8.0%	-11.6%	-1.8%[1.84 µM]
